Bioassay records as filed in PubChem BioAssay.
Giardia kill: kills Giardia lamblia. Giardia lamblia trophozoite viability. activity change, % at 7.66 µM, hits read low. 0.15% of 340,000 active; in the data active means activity change below about -80%; inconclusive means between about -30% and that limit;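 further: parasites exposed to compound for two days anaerobically before the ATP read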
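Anaerobic 48 hrs incubation at 37 deg C of 100 trophozoites/well with test compounds; ATPLite 1-Step luminescence, 15-30 min RT, reports cellular ATP as viability.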
Gal4-VP16 FLuc: inhibits Gal4-VP16 luciferase reporter, ROR gamma counter-screen. Drosophila S2 Gal4-VP16 UAS-luciferase, luminescence, 20 h. Potency, µM (series often up to 53.6 µM), without a hit: at the top dose activity, negative = inhibition, actives largely listed as inhibitors. 3.5% of 310,000 active. AID 2546;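 further: Gal4-VP16 expression switched on by copper sulfate through the metallothionein promoter; potency means the concentration at half of the fitted maximal effect; nearly all actives have a fitted effect of over 50% in size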
RORg inh: blocks mouse ROR gamma transcriptional activity; Drosophila S2 Gal4-RORgamma UAS-luciferase reporter, 20 h; Potency, µM (series often up to 53.6 µM), for the others: at the highest dose activity change, negative = inhibition, actives largely listed as inhibitors; 5.4% of 310,000 active; further: potency means the concentration at half of the fitted maximal effect; nearly all actives have a fitted effect of over 60% in size
Target sequence (P51450 whole entry, looked up, the tested form may be a part): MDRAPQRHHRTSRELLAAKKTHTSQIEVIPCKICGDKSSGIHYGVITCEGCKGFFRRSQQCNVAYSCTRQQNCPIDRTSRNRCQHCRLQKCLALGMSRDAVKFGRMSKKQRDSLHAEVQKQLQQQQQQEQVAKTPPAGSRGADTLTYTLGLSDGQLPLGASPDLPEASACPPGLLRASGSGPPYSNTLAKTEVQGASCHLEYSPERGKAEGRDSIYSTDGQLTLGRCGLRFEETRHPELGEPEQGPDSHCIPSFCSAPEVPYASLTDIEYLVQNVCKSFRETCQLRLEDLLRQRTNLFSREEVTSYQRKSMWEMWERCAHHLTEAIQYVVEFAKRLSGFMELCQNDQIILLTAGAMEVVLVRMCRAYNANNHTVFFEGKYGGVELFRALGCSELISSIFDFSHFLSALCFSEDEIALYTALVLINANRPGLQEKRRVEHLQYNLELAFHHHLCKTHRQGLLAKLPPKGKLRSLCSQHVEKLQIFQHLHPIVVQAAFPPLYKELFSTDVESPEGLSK
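Luciferase reporter read in Schneider cells carrying Gal4-RORγ (mouse) and UAS-Photinus luciferase; cells given compound 1 h before 700 uM copper sulfate induction, then incubated 20 h at ambient temperature.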
Coupling enz: counter-screen for Giardia aldolase inhibitors: coupling enzyme system; AID 2472; coupling enzyme system counterscreen, AmpLite Red fluorescence; activity change, negative = inhibition, % at 58.2 µM, hits read low; 0.67% of 290,000 active; in the data active means activity change below about -30%
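Final compound at 57.5 uM, incubated 10 min at RT with coupling enzyme reagent (glyceraldehyde-3-phosphate), then 20 min with substrate and AmpLite Red detection. Fluorescence read at 525/598 nm; tests interference with the coupling assay, not aldolase inhibition.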
FLuc counter: firefly luciferase modulation, counter-screen for miR-21 project. P08659. purified FLuc, Km substrates, luminescence inhibition. Potency, µM (titrated, usually from 57.5 µM), for the others: top-dose activity change, negative = inhibition, usual class: inhibitors. 6.9% of 360,000 active;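 further: potency means the concentration at half of the fitted maximal effect; plate controls were vehicle for no effect and reference inhibitor for full effect; nearly all actives have a fitted effect of over 55% in size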
Target sequence (P08659 whole entry, looked up): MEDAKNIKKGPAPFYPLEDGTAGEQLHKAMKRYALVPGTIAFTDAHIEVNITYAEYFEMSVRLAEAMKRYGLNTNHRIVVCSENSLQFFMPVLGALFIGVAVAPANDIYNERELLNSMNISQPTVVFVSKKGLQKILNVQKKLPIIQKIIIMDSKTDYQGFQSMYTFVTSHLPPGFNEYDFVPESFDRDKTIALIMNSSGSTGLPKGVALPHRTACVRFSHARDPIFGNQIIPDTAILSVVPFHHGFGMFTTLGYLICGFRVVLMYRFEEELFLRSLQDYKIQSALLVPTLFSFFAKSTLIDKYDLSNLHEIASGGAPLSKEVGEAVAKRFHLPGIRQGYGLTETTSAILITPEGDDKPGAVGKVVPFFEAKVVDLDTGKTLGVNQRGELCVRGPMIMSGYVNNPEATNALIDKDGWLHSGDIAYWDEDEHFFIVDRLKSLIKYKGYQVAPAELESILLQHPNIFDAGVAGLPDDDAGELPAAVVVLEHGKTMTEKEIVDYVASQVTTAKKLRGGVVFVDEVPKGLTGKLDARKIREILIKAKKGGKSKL
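Purified P. pyralis luciferase (10nM final) with 10uM D-luciferin and 10uM ATP (Km levels) in 50mM Tris acetate pH 7.5, 10mM Mg acetate, 0.01% Tween-20, 0.05% BSA; qHTS 6-point titration, ~60 µM downward; luminescence read.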
The depositor's hits bear a star; ? = inconclusive; / = no result given; & = joins results of further samples; [ ] = dose if it differs, or a comment. Unless noted, the call rests on the fitted dose curve; in most records, active means well fitted curve in the direction sought with a large enough effect; inconclusive means small, poorly fitted or top-dose-only effect, or another doubt; inactive means no such curve, though single readings can be large; an effect the other way counts as inactive or inconclusive. Unless noted, on the % scale 0 is the no-effect control and ±100 the full control effect. These rows are one share of the data; count on the stated rates, not on these rows.

smiles	Giardia kill	Gal4-VP16 FLuc	RORg inh	Coupling enz	FLuc counter
CC(=O)Nc1ccc(S(=O)(=O)N2N=NC3C2C2CC4C3(CN(C(=O)OC(C)(C)C)S4(=O)=O)O2)cc1 (centres undefined)	-8	2%	-21%	0	/
O=C(O)[C@H]1C[C@@H](CP(=O)(O)O)CCN1	-12	-9%&7%	6%&-29%	2&3	/
CC(=O)OCC(NC(=O)C(CCCCNC(=O)OCc1ccccc1)NC(=O)OC(C)(C)C)C1OC(n2cc(F)c(=O)[nH]c2=O)C(OC(C)=O)C1OC(C)=O (centres undefined)	9	12%	23%	6	/
CC12CCC=CC1C(c1ccc(/C=C/c3ccccc3)cc1F)N(Cc1ccccc1)C2=O (centres undefined)	8	-9%	12%	2	/
COc1ccc(C2CC(c3ccccc3)Oc3cc(C)cc(C)c32)cc1 (centres undefined)	18&20	1%&6%	-19%&-1%	0&1	/
C=CCOc1ccc2c(=O)n(C)c3ccccc3c2c1	?	2%	8%	-2	/
C[C@H](C(=O)OCO/N=[N+](\[O-])N1CCCC1)c1cccc2ccccc12	-15	-2%	16%	-19	/
COC(=O)C(Cc1ccccc1)NS(=O)(=O)c1cc(Br)ccc1Br (centres undefined)	-28	7%	-1%	0	/
C=C1CCN(C(C)C(=O)OCc2ccc(C)cc2)S(=O)(=O)c2ccccc21 (centres undefined)	12	?	?	-2	/
COc1ccc(C2CC(O)(c3ccccc3)Oc3cc(C)cc(C)c32)cc1 (centres undefined)	-2	?	41%	-5	/
CCN(CC)CCC(c1ccc(OC)cc1)c1c(OC)cc(OC)c2c(C)cc(=O)oc12 (centres undefined)	42[activator]	-16%	-17%	1	/
CC(=O)Nc1ccc(SCCN2CCN(C)CCC2=O)cc1	-10	2%	2%	1	/
CN(C(=O)c1ccoc1)c1ccccc1I	29	-17%	-2%	7	/
O=C(Nc1nccs1)C1CC=CC2CCN(Cc3ccc(Cl)c(Cl)c3)C(=O)C21 (centres undefined)	-6	-3%	0%	12	/
CCN(CC)CCC(c1ccc2c(c1)OCO2)c1c(OC)cc(OC)c2c(C)cc(=O)oc12 (centres undefined)	26	-10%	-1%	-1	/
C=C1CCN(C(Cc2ccccc2)C(=O)NCc2ccccc2)S(=O)(=O)c2ccccc21 (centres undefined)	13	21%	7%	0	/
COc1ccc(C2CC(c3ccccc3)Oc3cc4c(cc32)OCO4)cc1 (centres undefined)	-8&-20	-16%&-2%	5%&2%	-23&3	/
COc1ccc(-c2ccc(C)cc2)cc1C1C2C=CCCC2(C)C(=O)N1Cc1ccccc1 (centres undefined)	17	-8%	?	0	/
C[C@@H]1C(=O)N(S(=O)(=O)c2ccc([N+](=O)[O-])cc2)[C@H]1c1ccccc1	25	-2%	-42%	22	/
O=C(NCc1ccccn1)C1(C(F)(F)F)C/C(=C\Cc2ccccc2)CCCO1 (centres undefined)	3	8%	15%	3	/
COC(=O)C1=C[C@@H](C(=O)OC)C2C3=C(C(=O)[C@@]2(C)NC(=O)c2ccccc2)[C@H](C)[C@@H]2C(=O)N(C)C(=O)[C@@H]2[C@@H]3C1 (some centres undefined)	-4	-2%	1%	-2	/
C=C1C=CS(=O)(=O)N(Cc2ccccc2)C1	-6	?	?	5	/
Cc1ccc(-c2c(C3C4C=CCCC4(C)C(=O)N3Cc3ccccc3)ccc3ccccc23)cc1 (centres undefined)	8	?	?	0	/
Cc1cc(C)c(S(=O)(=O)Nc2cccc3cccnc23)c(C)c1	-10	0.32µM*	0.089µM*	-16	/
O=C(O)C1CC=CC2CCN(C3CC3)C(=O)C21 (centres undefined)	6	-12%	21%	0	/
O=S1(=O)C2CC3C=CC2(O3)C(OCc2ccc(Cl)c(Cl)c2)C(Cc2ccccc2)N1Cc1ccc(Cl)c(Cl)c1 (centres undefined)	1	-8%	-1%	0	/
CC12CCC=CC1C(c1ccc(C(F)(F)F)cc1)N(Cc1ccccc1)C2=O (centres undefined)	4	2%	?	7	/
COc1ccc(C2/C=C\CN(C(=O)C3CCCCC3)C(C)C(=O)N2Cc2ccc(F)cc2)cc1 (centres undefined)	6	-17%	?	-2	/
C=C1CCN(C(CC(C)C)C(=O)N2CCOCC2)S(=O)(=O)c2ccccc21 (centres undefined)	?	2%	8%	-3	/
CN1c2ccccc2C(=O)N2CCc3c([nH]c4ccccc34)C21 (centres undefined)	-3	-19%	13%	3	/

Two entries from above, with two lines to a compound.
Second line of a record – Giardia kill | Gal4-VP16 FLuc | RORg inh | Coupling enz | FLuc counter
Cc1cc(C)c(S(=O)(=O)Nc2cccc3cccnc23)c(C)c1
    -10 | 0.32µM* | 0.089µM* | -16 | /
O=C(O)C1CC=CC2CCN(C3CC3)C(=O)C21 (centres undefined)
    6 | -12% | 21% | 0 | /

(further entries)
smiles	Giardia kill	Gal4-VP16 FLuc	RORg inh	Coupling enz	FLuc counter
Cc1nc(N2CCCC2)ncc1C(=O)N1CCN(c2ccccc2F)CC1	/	/	/	/	3%
O=C(c1ccc2c(c1)N(Cc1cccc(Cl)c1)C(=O)c1ccccc1S2(=O)=O)N1CCC(Cc2ccccc2)CC1	/	/	/	/	3%
Cc1oc(-c2ccccc2Cl)nc1CS(=O)(=O)CC(=O)NCc1ccc(F)cc1	/	/	/	/	-12%
Cc1cccc(CNC(=O)C(=O)Nc2ccccc2C)c1	/	/	/	/	-5%
COc1ccc(-c2noc(CCC(=O)Nc3ccc(C(F)(F)F)cc3)n2)cc1	/	/	/	/	-8%
Cc1ccc(CNC(=O)CSc2c3c(nc4ccc(Cl)cc24)CCCC3)cc1	/	/	/	/	-5%
COc1ccc(Nc2ncc3c(n2)CCN(Cc2sccc2C)C3)c(OC)c1	/	/	/	/	-17%
Nc1ncc(S(=O)(=O)NCc2cccc(Cl)c2)cn1	/	/	/	/	0%
CCc1ccc(N2C(=O)CN(S(=O)(=O)CC)CC2(C)C(=O)NC2CCCCC2)cc1 (centres undefined)	/	/	/	/	-6%
CSc1ccc(CCNC(=O)c2ccc(-n3c(C)cc4c3CCC(C)C4)cc2)cc1 (centres undefined)	/	/	/	/	-11%
CC(=O)c1ccc(NC(=O)C2CCC(CNS(=O)(=O)c3cccc4nsnc34)CC2)cc1 (centres undefined)	/	/	/	/	4%
CC(=O)Nc1ccc(NC(=O)c2ccc3c(c2)N(Cc2cccc(Cl)c2)C(=O)c2ccccc2S3=O)cc1 (centres undefined)	/	/	/	/	0%
Cc1noc2ncnc(N3CCCC(C(=O)Nc4cccc(C(F)(F)F)c4)C3)c12 (centres undefined)	/	/	/	/	4%
COc1ccc(N2CCN(S(=O)(=O)c3ccc4c(c3)C(C(C)C)C(=O)N4)CC2)cc1 (centres undefined)	/	/	/	/	-9%
Cc1ccc2c(Sc3ccc(Cl)cc3)c(C(=O)NCCC(C)C)[nH]c2c1	/	/	/	/	-16%
CC(=O)c1ccc(NC(=O)Cn2c(=O)nc(-c3ccccc3)c3ccccc32)cc1	/	/	/	/	4%
Cc1ccc(C)c(Cn2c3ccccc3c3cnn(CC(=O)NCCC4=CCCCC4)c(=O)c32)c1	/	/	/	/	0%
COC(=O)c1c(NC(=O)C(C)Oc2ccc(Cl)cc2Cl)sc2c1CCCC2 (centres undefined)	/	/	/	/	-10%
Cc1cc(C)c(C#N)c(SCC(=O)Nc2ccccc2C#N)n1	/	/	/	/	3%
CCC1Oc2ccccc2N(CC(=O)NCc2cc(OC)ccc2OC)C1=O (centres undefined)	/	/	/	/	0%
CCc1ccc(S(=O)(=O)c2nnn3c2nc(NCc2cccs2)c2sccc23)cc1	/	/	/	/	-7%
O=C(c1ccc2c(c1)N(Cc1ccc(F)cc1)C(=O)c1ccccc1S2=O)N1CCOCC1 (centres undefined)	/	/	/	/	11%
O=C(Cn1c(=O)c2cccn2c2ccccc21)NCc1ccccc1F	/	/	/	/	-20%
COc1cccc(Cn2c(=O)cc(C)c3c(C)nn(C)c32)c1	/	/	/	/	-1%
COc1cc(OC)cc(N2C(=O)N(CC(=O)c3ccc(F)cc3)c3ccccc3S2(=O)=O)c1	/	/	/	/	-2%
COc1ccc(CNC(=O)c2ccc3c(c2)N(Cc2cc(C)ccc2C)C(=O)CS3)cc1	/	/	/	/	-2%
COc1ccc2c(c1)c1c(c(=O)n(-c3cccc(Cl)c3)c(=O)n1C)n2C	/	/	/	/	6%
COc1cc2c(c(OC)c1)C(c1cc(OC)c(OC)c(OC)c1)CC(=O)N2 (centres undefined)	/	/	/	/	-7%
Cc1ccc(N2C(=O)C(CC(=O)Nc3cccc(F)c3)N(CCc3ccccc3F)C2=O)cc1 (centres undefined)	/	/	/	/	?
COc1ccc2c(c1)CC(C(=O)NCCc1ccc(S(N)(=O)=O)cc1)CO2 (centres undefined)	/	/	/	/	5%
CCCCOc1ccc(C(=O)NCCc2csc3nc(-c4ccccc4F)nn23)cc1	/	/	/	/	?
CCNC(=O)c1cnc2c(-c3ccccc3)c(C)nn2c1C	/	/	/	/	7%
Cc1cc2n(n1)C(c1cc(C(C)(C)C)c(O)cc1O)Nc1ccccc1-2 (centres undefined)	/	/	/	/	-15%
COc1cc(NC(=O)CSc2nc3ncccc3o2)cc(OC)c1	/	/	/	/	0%
CCOc1ccc(NC(=O)c2nn(C)c3c2CS(=O)(=O)c2ccccc2-3)cc1	/	/	/	/	?
CCc1cnc2c(c1SCC(=O)Nc1ccc(C)cc1C)c(=O)n(C)c(=O)n2C	/	/	/	/	5%
COC(=O)c1cc(NC(=O)c2cnc(SC)nc2-c2ccccc2)cc(C(=O)OC)c1	/	/	/	/	1%
Cc1ccccc1CNCCSc1nnnn1-c1ccccc1	/	/	/	/	5%
COc1cccc(-c2nnc(SCC(=O)N3CCCCC3)o2)c1	/	/	/	/	?
CCCN1CCN(CCCNC(=O)Cn2nc(C)n3c(cc4c(OC)cccc43)c2=O)CC1	/	/	/	/	-2%
COC(=O)CSc1nc2sc3c(c2c(=O)n1-c1ccc(C)cc1)CC(C(C)C)OC3 (centres undefined)	/	/	/	/	-4%
COc1cccc(-n2c(=O)c3c4c(sc3n(Cc3ccc(F)cc3Cl)c2=O)CCCC4)c1	/	/	/	/	0%
COc1cc(CN(C(=O)COc2ccc(C)c(C)c2)c2ccccn2)cc(OC)c1OC	/	/	/	/	-9%
CCOC(=O)CC(NC(=O)CCc1c(C)nc2c(-c3ccccc3)c(C)nn2c1C)c1ccc(OC(C)C)cc1 (centres undefined)	/	/	/	/	?
Cn1c(=O)c2c(-c3ccccc3Cl)n(-c3cc(Cl)ccc3O)cc2n(C)c1=O	/	/	/	/	?
O=C(NC1CCCC1)c1ccc2c(c1)N(Cc1ccccc1)C(=O)c1ccccc1S2	/	/	/	/	2%
CCOc1ccc(-n2c(SCC(=O)Nc3ccc(CC)cc3)nc3c(oc4ccccc43)c2=O)cc1	/	/	/	/	2%
Cc1ccc(C)c(N2CCN(C(=O)CN3C(=O)COc4ccc(S(=O)(=O)N5CCC(C)CC5)cc43)CC2)c1	/	/	/	/	-3%
Cc1ccc(N(C)C(=O)C2CCN(S(=O)(=O)c3ccc4c(c3)CCCN4C(=O)C3CCC3)CC2)cc1	/	/	/	/	-3%
Brc1cccc(CNCCSc2nnnn2-c2ccccc2)c1	/	/	/	/	-13%
Oc1ccc(NCc2ccccc2OCc2ccccc2Cl)cc1	/	/	/	/	?
CC(C)Cc1nn2c(=O)cc(COC(=O)c3ccccc3NC(=O)c3ccccc3)nc2s1	/	/	/	/	-13%
CC(=O)N1c2ccccc2C(C)(c2ccc(C)cc2)CC1(C)C (centres undefined)	/	/	/	/	1%
COc1ccc(N2CC(NC(=O)c3ccc4c(c3)OCO4)CC2=O)cc1 (centres undefined)	/	/	/	/	-2%
